TcdB inh: TcdB glycohydrolase inhibitors, primary screen, biochemical, single point, plate reader; Toxin B (Clostridioides difficile), P18177; TcdB glycohydrolase enzymatic assay; inhibition, % at 9.99 µM; 0.24% of 350,000 active; in the data active = inhibition above about 10%
* hit, by the source's call; & = joins results of further samples. Some of the compounds tested; the hit share may differ from the screen's.

SMILES	TcdB inh
C/C=C/c1cccc(-c2nc(C(=O)NCc3ccncc3)cc3c2[C@@H](CCO)N([S@](=O)C(C)(C)C)C3)c1	-0.4
COc1ccc2c3c([nH]c2c1)[C@@H](CO)N(C(=O)Nc1ccc(F)cc1)CC31CCN(S(=O)(=O)c2cn(C)cn2)CC1	0.1
COC(=O)[C@]12CCCCC=C1N(CCc1ccc(OC)c(OC)c1)C(=O)[C@H](CC(=O)NCc1ccccc1)C2	1.3
O=S(=O)(c1ccccc1)N1C[C@@H]2N[C@H](C1)C2c1ccc(-c2ccccc2)cc1 (some centres undefined)	-0.2
COc1ccc2c3c(n(C)c2c1)[C@H](CO)N(CC1CC1)CC31CN(C(=O)c2cccc(F)c2)C1	0.5
CN(C)C(=O)c1ccc(-c2ccccc2[C@H]2[C@@H](C#N)N(C(=O)C3CCC3)[C@H]2CO)cc1	0.8
CO[C@H]1CN(C)C(=O)c2cc(NC(=O)c3cnccn3)ccc2OC[C@@H](C)N(CC2CC2)C[C@H]1C	-0.1
CN(C)C(=O)[C@@H]1[C@@H](CO)[C@@H]2Cn3c(cccc3=O)[C@@H]2N1CC1CCCCC1	-0.9
CCC(=O)N1C[C@H](C)[C@H](OC)CN(C)C(=O)c2ccc(NC(=O)COC)cc2OC[C@H]1C	0.1
CCCC#Cc1ccc([C@@H]2[C@@H](CO)N3C(=O)CN(S(=O)(=O)Cc4ccccc4)C[C@H]23)cc1	1.8
Cc1ccc(C(O)(C(=O)OC(C)C)C(O)c2ccccc2)cc1 (centres undefined)	0.9
CC(C)NC(=O)N1CC2(C1)[C@H](c1ccccc1)[C@@H](CO)N2C(=O)C1CCCC1	0.5
COCC(=O)N1[C@H](C#N)[C@@H](c2ccccc2-c2cccc(F)c2)[C@H]1CO	0.5
COc1ccc2c3c(n(C)c2c1)[C@@H](CO)N(Cc1ccccc1)CC31CCN(S(C)(=O)=O)CC1	1.4
C[C@H](NC(=O)[C@@H]1CCCN1C(=O)[C@@H]1CCCN1C(=O)OC(C)(C)C)c1ccccc1	5.9
Cc1noc(C)c1NC(=O)N(C)C[C@@H]1Oc2ccc(NS(=O)(=O)c3ccc(Cl)cc3)cc2CC(=O)N([C@@H](C)CO)C[C@@H]1C	0.9
CN1NC(=O)c2ccccc2NC1=S	1.1
COC(=O)c1cc2c(c3c4cc(C)ccc4n(S(=O)(=O)c4ccc(C)cc4)c13)C(=O)N(Cc1ccccc1)C2	1.7
Nc1[nH]c(C(=O)c2ccc(Cl)cc2)c(-c2ccc(Br)cc2)c1C(=O)NCc1ccc(Cl)cc1Cl	0.8
Clc1cccc(Cc2c(-c3cccc(Br)c3)nc3c4ccccc4ccn23)c1	-1.4
CC(CNC(=O)[C@@H](Cc1ccccc1)NC(=O)[C@H]1O[C@@H](n2ccc(=O)[nH]c2=O)[C@H](O)[C@@H]1O)c1ccccc1 (some centres undefined)	1.2
O=c1[nH][nH]c2c1[C@H](CCc1cccc(Cl)c1)O[C@H](C1CCCC1)C2	0.1
O=C(Nc1ccc2c(c1)OCCO2)C1c2ccccc2OCC(=O)N1CCc1c[nH]c2ccccc12 (centres undefined)	2.0
CCCCN1C(=O)C(CC(=O)NCCCN(C)C)CC(C(=O)N(C(C)C)C(C)C)=C1C (centres undefined)	1.2
O=C(c1ccc(F)cc1)N1CC(=O)N2[C@H](CO)[C@@H](c3ccc(C#CC4CCCC4)cc3)[C@H]2C1	0.4
Cc1ccccc1-c1ccc([C@H]2[C@@H](CO)N3CCCCN(C(=O)Nc4ccccc4)C[C@H]23)cc1	0.8
N#C[C@H]1[C@@H](c2ccc(C#CC3CCCC3)cc2)[C@H](CO)N1C(=O)c1cccc(F)c1	-0.3
CN(C)CC(=O)N[C@H]1CC[C@@H](CCNC(=O)C2CC2)O[C@H]1CO	-0.5
O=C(c1cnccn1)N1CC(=O)N2[C@@H](CO)[C@@H](c3ccc(C#CCC4CCCC4)cc3)[C@@H]2C1	0.2
CC(C)(C)[C@@H]1C=C(C(=O)N2CCCC2)O[C@H](OCc2ccc(CO)cc2)C1	0.6
COc1ccc2c3c([nH]c2c1)[C@@H](CO)N(C(=O)NC(C)C)CC31CCN(Cc2ccc(F)cc2)CC1	2.5
COC(=O)C1=C(C)N(Cc2ccccc2C(F)(F)F)C(=NCC2CC2)NC1c1cccc(Cl)c1 (centres undefined)	1.8
C/C=C/c1ccc([C@H]2[C@@H](CO)N(Cc3cncnc3)C23CN(C(C)=O)C3)cc1	-1.8
COCC(=O)N1CC[C@@H]2[C@H]1c1cc(C#Cc3cccc(F)c3)ccc1N[C@@H]2CO	-0.6
COc1cccc(C#Cc2ccc([C@@H]3[C@H](CO)N4C(=O)CN(C(=O)c5ccccc5)C[C@@H]34)cc2)c1	-1.0
C=CCN=C1NC(c2ccc(C(F)(F)F)cc2)C(C(=O)OC)=C(C)N1C (centres undefined)	-0.6
COc1ccc(C(=O)OCC2CN2c2cccc([N+](=O)[O-])c2)cc1 (centres undefined)	-0.1
C[C@@H]1CN([C@H](C)CO)C(=O)CCCn2cc(nn2)CO[C@H]1CN(C)Cc1ccc(O)cc1	-8.8
O=C(C1CCCCC1)N1CC(=O)N2[C@H](CO)[C@@H](c3ccc(-c4cccnc4)cc3)[C@H]2C1	0.2
O=C(NC1CCCCC1)C1c2ccccc2OCC(=O)N1C1CC1 (centres undefined)	2.8
CCS(=O)(=O)N1CC2(C1)[C@@H](c1ccccc1)[C@H](CO)N2Cc1ccc(F)cc1	0.2
O=C(Cc1ccccn1)N1CC(=O)N2[C@H](CO)[C@H](c3ccc(C#CC4CCCC4)cc3)[C@H]2C1	0.9
CC(=O)OCC(=O)N1CCN(C(=O)C(=O)c2cccc(C(F)(F)F)c2)CC1	0.4
CCC(=O)N1[C@@H](CO)[C@@H](c2ccccc2)C12CN(C(=O)Nc1cccc(OC)c1)C2	-1.4
Cc1[nH]c2ccccc2c1CC(=O)Nc1ccc(N(C)c2cccnc2)c(-c2cccc(Cl)c2)c1	-0.6
C[C@@H]1ON(C)[C@H]2C[C@H]3c4[nH]c5c(-c6cccc(Cl)c6)cccc5c4CCN3C(=O)[C@@H]12	-9.2
COc1cccc(C#Cc2ccc3c(c2)[C@@H]2[C@@H](CCN2S(=O)(=O)c2ccccc2)[C@@H](CO)N3)c1	-2.3
COc1ccc2c3c(n(C)c2c1)[C@@H](CO)N(Cc1ccccc1F)CC31CCN(C(=O)C2CCCC2)CC1	-0.2
N#Cc1cccc(C(=O)C(=O)N2CCC(Cc3ccccc3)CC2)c1	0.4
CCCC(=O)Nc1ccc2c(c1)OC[C@H](C)N(Cc1ccc(F)cc1)C[C@H](C)[C@H](OC)CN(C)C2=O	-0.8
COc1ccc(NC(=O)N2[C@@H]3CNC[C@H]2C3c2ccc(-c3cccc(C(=O)N(C)C)c3)cc2)cc1 (some centres undefined)	0.3&0.9
C/C=C/c1ccc([C@@H]2[C@H](CO)N3C(=O)CN(S(=O)(=O)c4ccccc4)C[C@@H]23)cc1	1.0
O=C(c1ccccn1)N1CC(=O)N2[C@H](C1)[C@H](c1ccc(C#CCc3ccccc3)cc1)[C@@H]2CO	2.0
COC(=O)[C@@]1(Cc2ccc(F)cc2)[C@H]2c3cc(C(=O)N4CCCC4)n(CCN4CCNC4=O)c3C[C@H]2CN1C(=O)c1ccccc1	1.3
CCOC(=O)C1=CCN(S(=O)(=O)c2ccc(Cl)cc2)C1c1ccc(Cl)c(Cl)c1 (centres undefined)	2.3
Nc1ccn([C@@H]2O[C@H](C(=O)N[C@H](Cc3ccccc3)C(=O)NCC(F)(F)F)[C@@H](O)[C@H]2O)c(=O)n1	0.5
CN(C)C(=O)C[C@H]1C=C[C@@H](NC(=O)C2CCOCC2)[C@H](CO)O1	0.3
O=C(CN1CCOCC1)N1CC(=O)N2[C@H](CO)[C@@H](c3ccc(/C=C/c4ccccc4)cc3)[C@H]2C1	1.2
CCCCn1nnnc1C1(C)CCC(=O)N1Cc1ccc(OC)c(OC)c1 (centres undefined)	0.9
CNC(=O)OCc1cocc1COC(=O)NC	-0.6

A second format for part of the listing above.
SMILES | TcdB inh
COc1cccc(C#Cc2ccc3c(c2)[C@@H]2[C@@H](CCN2S(=O)(=O)c2ccccc2)[C@@H](CO)N3)c1 | -2.3
COc1ccc2c3c(n(C)c2c1)[C@@H](CO)N(Cc1ccccc1F)CC31CCN(C(=O)C2CCCC2)CC1 | -0.2
N#Cc1cccc(C(=O)C(=O)N2CCC(Cc3ccccc3)CC2)c1 | 0.4
CCCC(=O)Nc1ccc2c(c1)OC[C@H](C)N(Cc1ccc(F)cc1)C[C@H](C)[C@H](OC)CN(C)C2=O | -0.8
COc1ccc(NC(=O)N2[C@@H]3CNC[C@H]2C3c2ccc(-c3cccc(C(=O)N(C)C)c3)cc2)cc1 (some centres undefined) | 0.3&0.9

Additional records.
SMILES	TcdB inh
CC(C)C[C@H]1CN([C@@H](Cc2ccccc2)CN2CCC[C@H]2CN2C(=O)C(=O)NC[C@@H]2Cc2ccc(O)cc2)C(=O)C(=O)N1CC1CCCCC1	0.4
CO[C@@H]1CN(C)C(=O)c2ccc(NS(C)(=O)=O)cc2OC[C@H](C)N(Cc2cccnc2)C[C@H]1C	0.8
OC[C@@H]1[C@@H](c2ccccc2)C2(CN(CC3CC3)C2)N1Cc1cncnc1	0.6
CCCNC(=O)[C@H]1[C@H](CO)[C@H]2Cn3c(cccc3=O)[C@H]2N1Cc1cccc(F)c1	-4.6
COC(=O)C[C@@H]1CC[C@@H](NC(=O)c2ccccc2F)[C@@H](CO)O1	-1.0
COc1ccc(C#Cc2ccc([C@@H]3[C@@H](CO)N4C(=O)CN(C(=O)c5ccc(F)cc5)C[C@@H]34)cc2)cc1	0.9
C[C@H](CO)N1C[C@H](C)[C@H](CN(C)Cc2ccc(C(=O)Nc3ccccc3N)cc2)Oc2ccc(NS(=O)(=O)c3cn(C)cn3)cc2CC1=O	-0.2
C[C@@H]1CN([C@@H](C)CO)C(=O)c2cc(C#Cc3ccccc3)cnc2O[C@H]1CN(C)C(=O)CN(C)C	0.8
O=C(Nc1cc(F)ccc1F)N[C@@H]1CC[C@@H](CCn2cc(C3CCCC3)nn2)O[C@@H]1CO	0.1
CO[C@@H]1CN(C)C(=O)c2ccc(NC(=O)C3CC3)cc2OC[C@@H](C)N(CCC(F)(F)F)C[C@H]1C	-2.2
CC(C)(C)OC(=O)N1CCN(C(c2ccnc3ccccc23)c2nnnn2-c2ccc3c(c2)OCCO3)CC1 (centres undefined)	0.7
OC[C@@H]1[C@H](c2ccccc2)C2(CN(Cc3nccs3)C2)N1Cc1cccnc1	-0.3
CO[C@H]1CN(C)C(=O)c2ccc(NC(=O)C3CC3)cc2OC[C@H](C)N(C(=O)c2ccccn2)C[C@@H]1C	-2.8
N#Cc1ccc(-c2ccc3c(c2)[C@@H]2[C@@H](CCN2C(=O)CN2CCOCC2)[C@H](CO)N3)cc1	0.1
O=C(c1ccccn1)N1CC(=O)N2[C@H](CO)[C@H](c3ccc(C#CC4CCCC4)cc3)[C@H]2C1	-0.7
c1cncc(Oc2ccc(NCCc3c[nH]c4ccccc34)cc2)c1	0.2
CCCCCCN(C(=O)CCCCCN1C(=O)NC(c2ccc(Cl)cc2)C(C(=O)OCc2ccccc2)=C1C)C(C(=O)NCCCC)c1ccc(OCC(=O)OC)c(C(=O)OC)c1 (centres undefined)	-0.2
C[C@H]1CN([C@@H](C)CO)C(=O)c2ccccc2-c2ccccc2CO[C@H]1CN(C)C(=O)Nc1ccc(-c2ccccc2)cc1	1.5
CCOC(=O)[C@]12Cc3cc(OC)ccc3[C@H]1N(CC(=O)OC)C(=O)c1cc(OC)ccc12	-0.5
CC(C)C[C@@H]1O[C@H](CCc2ccccc2)Cc2[nH][nH]c(=O)c21	0.0

Some values from the entries so far:
TcdB inh, N#Cc1ccc(-c2ccc3c(c2)[C@@H]2[C@@H](CCN2C(=O)CN2CCOCC2)[C@H](CO)N3)cc1 stands at 0.1
TcdB inh, C[C@H](CO)N1C[C@H](C)[C@H](CN(C)Cc2ccc(C(=O)Nc3ccccc3N)cc2)Oc2ccc(NS(=O)(=O)c3cn(C)cn3)cc2CC1=O stands at -0.2
TcdB inh, CO[C@H]1CN(C)C(=O)c2ccc(NC(=O)C3CC3)cc2OC[C@H](C)N(C(=O)c2ccccn2)C[C@@H]1C stands at -2.8
TcdB inh, COC(=O)C[C@@H]1CC[C@@H](NC(=O)c2ccccc2F)[C@@H](CO)O1 stands at -1.0
TcdB inh, CC(C)C[C@@H]1O[C@H](CCc2ccccc2)Cc2[nH][nH]c(=O)c21 stands at 0.0
TcdB inh, O=C(Nc1cc(F)ccc1F)N[C@@H]1CC[C@@H](CCn2cc(C3CCCC3)nn2)O[C@@H]1CO stands at 0.1
TcdB inh, C[C@H]1CN([C@@H](C)CO)C(=O)c2ccccc2-c2ccccc2CO[C@H]1CN(C)C(=O)Nc1ccc(-c2ccccc2)cc1 stands at 1.5

Remaining list, next part:
SMILES	TcdB inh
COC(=O)[C@H]1[C@@H](O)[C@@]2(O)c3c(OC)cc(OC)cc3O[C@@]2(c2ccc(OC)cc2)[C@@H]1c1ccc(F)cc1	1.4
CCOC(=O)[C@]12CCC=C1N(Cc1ccccc1)C(=O)[C@H](CC(=O)NCc1ccc(OC)c(OC)c1)C2	-0.1
COc1ccc2c3c([nH]c2c1)[C@@H](CO)N(Cc1ccncc1)CC31CN(CC2CCOCC2)C1	0.3
COc1ccc2c3c([nH]c2c1)[C@@H](CO)N(Cc1nccs1)CC31CN(Cc2nccs2)C1	1.1
C=CCN=C1NC(c2ccc(Cl)cc2)C(C(=O)OC)=C(C)N1C (centres undefined)	-1.2
CCC(=O)N1CC2(CCN(C(=O)Nc3ccc(F)cc3)CC2)c2c([nH]c3cc(OC)ccc23)[C@H]1CO	1.3
CC1(C(=O)NCc2ccccc2)CCC(=O)N1C1CCN(Cc2ccccc2)CC1 (centres undefined)	0.7
CCC(=O)N1CC(=O)N2[C@H](CO)[C@@H](c3ccc(-c4ccccc4F)cc3)[C@H]2C1	-0.5
CN(C)C(=O)c1ccc(-c2ccccc2[C@H]2[C@@H](C#N)N(C(=O)C3CC3)[C@H]2CO)cc1	-0.7
CN1c2ccc(-c3ccccc3F)cc2[C@H]2[C@H](CCN2C(=O)Nc2ccc(F)cc2)[C@H]1CO	-1.5
CCS(=O)(=O)N1CC2(CN(C(=O)Nc3c(C)noc3C)[C@@H](CO)c3[nH]c4cc(OC)ccc4c32)C1	-0.5
C[C@H]1CN([C@@H](C)CO)C(=O)c2cc(NC(=O)Nc3cccc4ccccc34)ccc2O[C@H]1CN(C)C(=O)Nc1cccc2ccccc12	0.3

Assay outcomes deposited in PubChem BioAssay by Broad Institute.
